Arr AP2 block: blocks beta-arrestin peptide binding to AP2 adaptin. hit rate 0.31% among 340,000. FITC-arrestin peptide / GST-AP2 beads, flow cytometry; AP2 beta2 appendage carries R879A mutation. inhibition, % at 10 µM. AID 504490;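 active = inhibition above a set limit, near 3 SD of compounds lacking own fluorescence, cut at about 54% in these data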;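 note: plate controls were DMSO wells for no effect and 5 µM unlabelled arrestin peptide for full effect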
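test system = AP2 appendage R879A on GSH beads | buffer or medium = PBS plus Tween 20 (0.05%) and BSA (0.1%) | incubation = 12 min plus 1 h, RT | detection = bead flow cytometry, FITC channel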
RTF Ca sens act: increases calcium sensitivity of human cardiac regulated thin filaments. P19429+P45379. activation, % at 7.2 µM. hit rate 0.24% among 340,000. IANBD-labeled TnC RTF fluorescence at EC20 calcium; 0% EC20 calcium, 100% full calcium;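 active = activation above the mean over all tested compounds plus 3 SD, cut at about 30% in these data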;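 note: rise in fluorescence read as greater calcium sensitivity of cardiac thin filaments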
Keap1-Nrf2 PPI: disrupts human Keap1 binding to Nrf2 peptide; Q14145; hit rate 0.15% among 340,000; inhibition, % at 9.4 µM; Keap1 Kelch-Nrf2 peptide fluorescence polarization, 1536-well; in the data active = inhibition above about 12%; inconclusive = no clear call, values can overlap the other calls; inactive = below about 7.3%;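 note: human Keap1 Kelch domain with fluorescein labeled Nrf2 9mer peptide probe; 0% = neutral control wells and 100% = peptide positive control; higher means more block of Keap1 binding to Nrf2 peptide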
Wnt act: Wnt/beta-catenin pathway activation; Wnt/beta-catenin reporter cell assay, activator, plate reader; hit rate 1.2% among 300,000; AID 743398; activation, % at 9.35 µM; in the data active = activation above about 30%, passing the limit was not always enough; inconclusive = no clear call, values can overlap the other calls;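 note: 0% = neutral control wells and 100% = positive control wells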
V-ATPase pH: regulators of yeast V-ATPase proton transport | S. cerevisiae, pHLuorin cytosolic pH fluorescence | response, % at 10 µM | hit rate 0.37% among 350,000; in the data active = response mostly above about 7.3%, no sharp cut-off; inactive = mostly below about 5.4%; note: actives read high; inactives centre near 0; some compounds called inactive have numbers as strong as hits; reference of the scale not given here
C-LANA FP: inhibitors of KSHV LANA C-terminal domain DNA binding. MBP-C-LANA/FAM-LBS DNA binding, fluorescence polarization. inhibition, % at 9 µM. hit rate 0.078% among 340,000. AID 504423;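 active = highest replicate inhibition at or above 60% at 9 µM, even if other replicates fall short; inactive = all replicates below 60% inhibition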;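 note: 0% = neutral control wells and 100% = 4 µM acridine orange control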
OPRM1-OPRD1 ag: OPRM1-OPRD1 heterodimerization agonism | P35372+P41143 | cells, luminescence | activation, % at 9.3 µM | hit rate 0.3% among 340,000; in the data active = activation above about 18%;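 note: 0% = vehicle-treated cells and 100% = reference agonist; values of inactives mirror those of a sister screen read the other way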
Target sequence (P35372 whole entry, looked up): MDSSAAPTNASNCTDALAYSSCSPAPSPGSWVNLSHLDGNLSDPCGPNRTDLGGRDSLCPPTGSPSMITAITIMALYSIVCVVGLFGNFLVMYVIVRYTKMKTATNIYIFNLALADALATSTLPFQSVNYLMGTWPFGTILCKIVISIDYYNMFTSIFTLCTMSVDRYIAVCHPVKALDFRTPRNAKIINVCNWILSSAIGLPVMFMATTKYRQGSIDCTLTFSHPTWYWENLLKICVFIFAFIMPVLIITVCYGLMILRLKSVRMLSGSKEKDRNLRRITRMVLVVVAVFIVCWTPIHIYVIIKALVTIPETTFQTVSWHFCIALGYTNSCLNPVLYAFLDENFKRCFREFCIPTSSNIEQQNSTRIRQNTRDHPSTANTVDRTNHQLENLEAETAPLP
Target sequence (P41143 whole entry, looked up): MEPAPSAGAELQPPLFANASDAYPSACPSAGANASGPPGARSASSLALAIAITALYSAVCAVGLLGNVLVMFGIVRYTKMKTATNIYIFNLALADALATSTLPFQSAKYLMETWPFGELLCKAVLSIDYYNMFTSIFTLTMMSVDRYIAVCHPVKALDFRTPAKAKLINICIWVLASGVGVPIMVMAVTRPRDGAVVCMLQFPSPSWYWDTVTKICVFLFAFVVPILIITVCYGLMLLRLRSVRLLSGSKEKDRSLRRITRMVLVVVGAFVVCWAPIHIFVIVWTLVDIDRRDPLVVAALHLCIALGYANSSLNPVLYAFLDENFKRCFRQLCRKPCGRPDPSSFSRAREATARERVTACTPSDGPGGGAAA
OPRM1-OPRD1 inv: inverse agonist of human OPRM1-OPRD1 heterodimerization. hit rate 0.21% among 340,000. cell-based MOR-DOR heterodimer luminescence, inverse agonism. inhibition, % at 9.3 µM. AID 504357. P35372+P41143; in the data active = inhibition above about 22%, passing the limit was not always enough;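 note: 0% = cells with DMSO and 100% = wells without cells with DMSO; values of inactives mirror those of a sister screen read the other way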
DSG3 Ab inh: inhibitors of pemphigus antibody binding to human desmoglein-3. DSG3-coupled beads, scFv-anti-DSG3-GFP binding, flow cytometry; hits give low values. binding (percent of control), % at 10 µM. hit rate 0.48% among 310,000. AID 588358;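 active = binding more than 3 SD below its plate's average and above zero; inconclusive = below that plate limit but binding exactly zero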;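 note: hits lower antibody fragment binding to DSG3; some compounds called inactive have numbers as strong as hits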
Cardiac RTF inh: cardiac RTF calcium desensitization; P19429+P45379; inhibition, % at 7.15 µM; hit rate 0.12% among 340,000; IANBD-labeled cardiac RTF, Ca2+ fluorescence;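 active = inhibition above the mean inhibition of all tested compounds plus 3 SD, cut at about 17% in these data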;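 note: assay run at fixed EC70 calcium of 1.6 mM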
* = called active by the depositor.

Results for CCCC(=O)Nc1ccc(Nc2ccccc2)cc1 ?
Arr AP2 block: -2; RTF Ca sens act: -5; Keap1-Nrf2 PPI: -3; Wnt act: 0; V-ATPase pH: 4; C-LANA FP: 1.0; OPRM1-OPRD1 ag: -3.3; OPRM1-OPRD1 inv: 17; DSG3 Ab inh: 105; Cardiac RTF inh: -22

How did Cc1cc(C)nc(NC(=O)c2cc(-c3ccc4c(c3)OCO4)nc3ccccc23)c1 do in these assays?
Arr AP2 block: 5; RTF Ca sens act: 1; Keap1-Nrf2 PPI: -4; Wnt act: 3; V-ATPase pH: 14*; C-LANA FP: -1.8; OPRM1-OPRD1 ag: -0.8; OPRM1-OPRD1 inv: 4; DSG3 Ab inh: 107; Cardiac RTF inh: 3

How did CC(=O)c1cccc(NC(=O)C2CCN(S(=O)(=O)c3c(C)n[nH]c3C)CC2)c1 do in these assays?
Arr AP2 block: 21; RTF Ca sens act: -3; Keap1-Nrf2 PPI: -3; V-ATPase pH: -1; C-LANA FP: -1.2; OPRM1-OPRD1 ag: -1.3; OPRM1-OPRD1 inv: 7; DSG3 Ab inh: 99; Cardiac RTF inh: -1

How did CCN(CC)c1ccc(NC(=O)COC(=O)c2ccc3ccccc3n2)cc1 do in these assays?
Arr AP2 block: 15; RTF Ca sens act: -2; Keap1-Nrf2 PPI: -7; Wnt act: inconclusive; V-ATPase pH: 3; C-LANA FP: 0.1; OPRM1-OPRD1 ag: -1.8; OPRM1-OPRD1 inv: 9; Cardiac RTF inh: -8

How did CCCCOC(=O)C1=C(C)NC(=O)NC1c1ccc(N(C)C)cc1 (centres undefined) do in these assays?
Arr AP2 block: -10; RTF Ca sens act: 10; Keap1-Nrf2 PPI: 1; Wnt act: 0; V-ATPase pH: -2; C-LANA FP: 2.6; OPRM1-OPRD1 ag: -0.3; OPRM1-OPRD1 inv: 1; DSG3 Ab inh: 119; Cardiac RTF inh: -5

Results for COC(=O)c1ccc(S(=O)(=O)N2CCC(c3nc4ccccc4o3)CC2)cc1 ?
Arr AP2 block: -6; RTF Ca sens act: -2; Keap1-Nrf2 PPI: 1; V-ATPase pH: -1; C-LANA FP: 0.6; OPRM1-OPRD1 ag: -1.0; OPRM1-OPRD1 inv: 6; DSG3 Ab inh: 94; Cardiac RTF inh: -8

What do the screens show for `O=C(O)c1cc(=S)nc[nH]1`?
Arr AP2 block: 12; RTF Ca sens act: -4; Keap1-Nrf2 PPI: -6; Wnt act: -3; V-ATPase pH: 1; C-LANA FP: 0.9; OPRM1-OPRD1 ag: -0.5; OPRM1-OPRD1 inv: 3; DSG3 Ab inh: 92; Cardiac RTF inh: 9

Results for O=C(Nc1ccccc1)Nc1ccno1 ?
Arr AP2 block: 36; RTF Ca sens act: -4; Keap1-Nrf2 PPI: -1; Wnt act: 1; V-ATPase pH: -3; C-LANA FP: 1.3; OPRM1-OPRD1 ag: 1.7; OPRM1-OPRD1 inv: -9; DSG3 Ab inh: 115; Cardiac RTF inh: 0

What do the screens show for `COC(=O)c1ccc(S(=O)(=O)c2ccc([N+](=O)[O-])cc2)cc1`?
Arr AP2 block: -13; RTF Ca sens act: 3; Keap1-Nrf2 PPI: -7; Wnt act: -1; V-ATPase pH: 1; C-LANA FP: 0.1; OPRM1-OPRD1 ag: 1.9; OPRM1-OPRD1 inv: -9; DSG3 Ab inh: 96; Cardiac RTF inh: -4

Results for CC(=O)c1ccc(NC(=O)CN2CCC(NC(=O)C3CCCCC3)CC2)cc1 ?
Arr AP2 block: 18; RTF Ca sens act: 1; Keap1-Nrf2 PPI: -1; Wnt act: 0; V-ATPase pH: -2; C-LANA FP: -0.9; OPRM1-OPRD1 ag: -0.8; OPRM1-OPRD1 inv: 4; DSG3 Ab inh: 91; Cardiac RTF inh: -2

Results for O=C(Cc1ccccc1)NCC(=O)N1CCC2(CC1)NCCc1[nH]cnc12 ?
Arr AP2 block: 22; RTF Ca sens act: -1; Keap1-Nrf2 PPI: 0; Wnt act: -2; V-ATPase pH: -3; C-LANA FP: -0.1; OPRM1-OPRD1 ag: -2.6; OPRM1-OPRD1 inv: 13; DSG3 Ab inh: 106; Cardiac RTF inh: -10

How did COc1ccc(Cl)cc1C(=O)NNC(=O)CCNS(=O)(=O)c1ccccc1 do in these assays?
Arr AP2 block: -11; RTF Ca sens act: 0; Keap1-Nrf2 PPI: -7; Wnt act: -2; V-ATPase pH: -4; C-LANA FP: -2.6; OPRM1-OPRD1 ag: -2.2; OPRM1-OPRD1 inv: 11; DSG3 Ab inh: 116; Cardiac RTF inh: -2

Results for COc1cc(CCNC(=O)c2ccccc2NC(=O)C2=C(C)OCCS2)cc(OC)c1OC ?
Arr AP2 block: 3; RTF Ca sens act: -2; Keap1-Nrf2 PPI: -2; Wnt act: -1; V-ATPase pH: 10; C-LANA FP: 20; OPRM1-OPRD1 ag: -0.3; OPRM1-OPRD1 inv: 2; DSG3 Ab inh: 91; Cardiac RTF inh: 0

Results for Cc1nc(NC(=O)c2ccc3c(c2)OCCO3)ccc1Br ?
Arr AP2 block: 22; RTF Ca sens act: -4; Keap1-Nrf2 PPI: -4; Wnt act: 48*; V-ATPase pH: -1; C-LANA FP: -0.5; OPRM1-OPRD1 ag: 2.5; OPRM1-OPRD1 inv: -14; DSG3 Ab inh: 105; Cardiac RTF inh: 4

What do the screens show for `CN(C(=O)c1ccc2c(Cl)c3c(nc2c1)CCC3)c1ccccc1`?
Arr AP2 block: -4; RTF Ca sens act: 7; Keap1-Nrf2 PPI: 1; Wnt act: 25; V-ATPase pH: -2; C-LANA FP: -1.1; OPRM1-OPRD1 ag: -0.5; OPRM1-OPRD1 inv: 3; DSG3 Ab inh: 96; Cardiac RTF inh: -2

What do the screens show for `CSCCC(NS(=O)(=O)c1ccc(C)cc1)C(=O)N(C)CC(=O)Nc1ccccc1Br` (centres undefined)?
Arr AP2 block: 9; RTF Ca sens act: 2; Keap1-Nrf2 PPI: -4; Wnt act: 0; V-ATPase pH: 1; C-LANA FP: 0.3; OPRM1-OPRD1 ag: 2.0; OPRM1-OPRD1 inv: -8; DSG3 Ab inh: 104; Cardiac RTF inh: -9

What do the screens show for `COc1ccc(S(=O)(=O)N2CCC(C(=O)NCC3CCCO3)CC2)cc1` (centres undefined)?
Arr AP2 block: 3; RTF Ca sens act: -10; Keap1-Nrf2 PPI: -1; Wnt act: -9; V-ATPase pH: 0; C-LANA FP: -0.2; OPRM1-OPRD1 ag: 0.8; OPRM1-OPRD1 inv: -4; DSG3 Ab inh: 113; Cardiac RTF inh: -1

How did C[C@@H]1NC(=O)[C@H](CCCN=C(N)N)NC(=O)c2cc([N+](=O)[O-])cc(I)c2NCCC[C@@H](C(N)=O)NC1=O do in these assays?
Arr AP2 block: 34; RTF Ca sens act: -4; Keap1-Nrf2 PPI: 5; Wnt act: -2; V-ATPase pH: -2; C-LANA FP: -4.1; OPRM1-OPRD1 ag: -1.2; OPRM1-OPRD1 inv: 7; DSG3 Ab inh: 102; Cardiac RTF inh: 3

What do the screens show for `Cc1ccc(S(=O)(=O)N2CCN(C(C(=O)Nc3ccc(F)cc3)c3ccccc3)CC2)cc1` (centres undefined)?
Arr AP2 block: -23; RTF Ca sens act: 0; Keap1-Nrf2 PPI: -3; V-ATPase pH: -1; C-LANA FP: -0.5; OPRM1-OPRD1 ag: -1.1; OPRM1-OPRD1 inv: 6; DSG3 Ab inh: 98; Cardiac RTF inh: 1

What do the screens show for `Cc1ccccc1-c1nnc(SCc2ccc(F)cc2)o1`?
Arr AP2 block: 7; RTF Ca sens act: -2; Keap1-Nrf2 PPI: -5; V-ATPase pH: -4; C-LANA FP: -1.8; OPRM1-OPRD1 ag: 3.8; OPRM1-OPRD1 inv: -18; DSG3 Ab inh: 96; Cardiac RTF inh: 3

Results for CN(C)CCC#CC1(O)c2ccccc2-c2ccccc21 ?
Arr AP2 block: -6; RTF Ca sens act: 1; Keap1-Nrf2 PPI: -5; Wnt act: -2; V-ATPase pH: -1; C-LANA FP: -0.4; OPRM1-OPRD1 ag: -1.7; OPRM1-OPRD1 inv: 9; DSG3 Ab inh: 117; Cardiac RTF inh: -7

How did C/C(Nc1ccccc1C(F)(F)F)=C1/CCOC1=O do in these assays?
Arr AP2 block: -26; RTF Ca sens act: -8; Keap1-Nrf2 PPI: -1; Wnt act: 4; V-ATPase pH: -1; C-LANA FP: 0.4; OPRM1-OPRD1 ag: -3.9; OPRM1-OPRD1 inv: 18; Cardiac RTF inh: 0

Results for COC(=O)c1ccc(NC(=S)Nc2ccc(O)cc2)cc1 ?
Arr AP2 block: 27; RTF Ca sens act: -4; Keap1-Nrf2 PPI: -3; Wnt act: 1; V-ATPase pH: 0; C-LANA FP: -0.4; OPRM1-OPRD1 ag: -0.2; OPRM1-OPRD1 inv: 1; DSG3 Ab inh: 98; Cardiac RTF inh: -7

What do the screens show for `COc1cc(N)c(Cl)cc1C(=O)OC(C)C(=O)Nc1cccc(S(=O)(=O)N2CCOCC2)c1` (centres undefined)?
Arr AP2 block: -2; RTF Ca sens act: -7; Wnt act: 1; V-ATPase pH: 3; OPRM1-OPRD1 ag: -2.8; OPRM1-OPRD1 inv: 15; DSG3 Ab inh: 102; Cardiac RTF inh: -9

How did Cc1cc2cc(CNC(=O)C3CCCC3)ccc2n1C do in these assays?
Arr AP2 block: 10; RTF Ca sens act: 1; Keap1-Nrf2 PPI: -1; Wnt act: -2; V-ATPase pH: 2; C-LANA FP: 0.9; OPRM1-OPRD1 ag: -1.2; OPRM1-OPRD1 inv: 6; DSG3 Ab inh: 86; Cardiac RTF inh: -5

Results for CC(=O)c1ccccc1NC(=O)COC(=O)c1cc(C)oc1C ?
Arr AP2 block: -4; RTF Ca sens act: -3; Keap1-Nrf2 PPI: -4; Wnt act: 1; V-ATPase pH: 0; C-LANA FP: 0.0; OPRM1-OPRD1 ag: 2.6; OPRM1-OPRD1 inv: -10; DSG3 Ab inh: 103; Cardiac RTF inh: 2

Results for O=C(Nc1cc2c3c(c1)CC(=O)N3CCC2)C1CCCCC1 ?
Arr AP2 block: -15; RTF Ca sens act: -1; Keap1-Nrf2 PPI: 0; Wnt act: 1; V-ATPase pH: -4; C-LANA FP: 0.3; OPRM1-OPRD1 ag: -0.8; OPRM1-OPRD1 inv: 6; DSG3 Ab inh: 101; Cardiac RTF inh: -20

Compound activity: PubChem BioAssay, several laboratories
